NS3 helicase inh: inhibitors of Hepatitis C virus NS3 helicase; NS3 helicase DNA unwinding, Cy5 molecular beacon fluorescence; inhibition, % at 10.9 µM; hit rate 0.56% among 290,000; AID 1800;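 active = inhibition above the mean of all tested compounds plus 3 SD, set per campaign, cut at about 35% in these data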;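 also: 0% = DMSO wells and 100% = thioflavine S control wells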
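Control set: DMSO versus 110 µM thioflavine S; Material: NS3 helicase fragment of HCV; Measured by: Cy5 fluorescence at 0 and 60 min, beacon hairpin quenching; Read-out basis: percent inhibition from t60/t0 fluorescence ratio; Times: reaction time 60 min, 25 °C; Repeats: single replicate; Compound dosing: single dose, 10.9 µM nominal final, DMSO 0.8% final.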
CRFBP-R2 block: blocks CRF-induced signaling of the CRF-BP/CRF-R2 complex; HEK293 CRF-R2/CRF-BP, CRF-induced calcium fluorescence; inhibition, % at 11.8 µM; AID 588475; hit rate 0.59% among 350,000;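 active = inhibition of the ligand-induced calcium signal above about 50% at the single tested concentration, limit read from the data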
GalR3 antag: antagonists of human GalR3; HEK293 GalR3-CNG cAMP membrane potential fluorescence; galR3 body fused to GalR1 C-terminus; inhibition, % at 3 µM; hit rate 0.44% among 360,000; AID 651719;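 active = inhibition above the screen-wide average plus 3 SD, cut at about 13% in these data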;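 also: forskolin and galanin both at EC90 stimulate the cells; cAMP rise reported by CNG channel membrane potential dye signal; 0% = forskolin plus galanin with DMSO and 100% = forskolin alone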
UBC9 SUMO inh: inhibitors of human SUMOylation (UBC9); HTRF SUMOylation assay, SAE1/SAE2 + UBC9, in vitro; inhibition, % at 35 µM; hit rate 0.36% among 290,000; in the data active = inhibition above about 50%, passing the limit was not always enough; inconclusive = no clear call, values can overlap the other calls; also: strong numbers were not always called active
pCIP destab: lowers stability of the mouse p/CIP coactivator protein | Q05BA5 | F442A p/CIP-EGFP cells, EGFP fluorescence, 16 h | decrease of EGFP signal, % at 10 µM | hit rate 0.01% among 290,000;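 active = EGFP signal decrease of at least 30% at 10 µM or well 3 SD below plate mean, unless failing retest; inactive = the rest, including hits failing retest or dose response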; also: some compounds called inactive have numbers as strong as hits; many of its hits are not listed in these tables
Target sequence (Q05BA5 1-1403): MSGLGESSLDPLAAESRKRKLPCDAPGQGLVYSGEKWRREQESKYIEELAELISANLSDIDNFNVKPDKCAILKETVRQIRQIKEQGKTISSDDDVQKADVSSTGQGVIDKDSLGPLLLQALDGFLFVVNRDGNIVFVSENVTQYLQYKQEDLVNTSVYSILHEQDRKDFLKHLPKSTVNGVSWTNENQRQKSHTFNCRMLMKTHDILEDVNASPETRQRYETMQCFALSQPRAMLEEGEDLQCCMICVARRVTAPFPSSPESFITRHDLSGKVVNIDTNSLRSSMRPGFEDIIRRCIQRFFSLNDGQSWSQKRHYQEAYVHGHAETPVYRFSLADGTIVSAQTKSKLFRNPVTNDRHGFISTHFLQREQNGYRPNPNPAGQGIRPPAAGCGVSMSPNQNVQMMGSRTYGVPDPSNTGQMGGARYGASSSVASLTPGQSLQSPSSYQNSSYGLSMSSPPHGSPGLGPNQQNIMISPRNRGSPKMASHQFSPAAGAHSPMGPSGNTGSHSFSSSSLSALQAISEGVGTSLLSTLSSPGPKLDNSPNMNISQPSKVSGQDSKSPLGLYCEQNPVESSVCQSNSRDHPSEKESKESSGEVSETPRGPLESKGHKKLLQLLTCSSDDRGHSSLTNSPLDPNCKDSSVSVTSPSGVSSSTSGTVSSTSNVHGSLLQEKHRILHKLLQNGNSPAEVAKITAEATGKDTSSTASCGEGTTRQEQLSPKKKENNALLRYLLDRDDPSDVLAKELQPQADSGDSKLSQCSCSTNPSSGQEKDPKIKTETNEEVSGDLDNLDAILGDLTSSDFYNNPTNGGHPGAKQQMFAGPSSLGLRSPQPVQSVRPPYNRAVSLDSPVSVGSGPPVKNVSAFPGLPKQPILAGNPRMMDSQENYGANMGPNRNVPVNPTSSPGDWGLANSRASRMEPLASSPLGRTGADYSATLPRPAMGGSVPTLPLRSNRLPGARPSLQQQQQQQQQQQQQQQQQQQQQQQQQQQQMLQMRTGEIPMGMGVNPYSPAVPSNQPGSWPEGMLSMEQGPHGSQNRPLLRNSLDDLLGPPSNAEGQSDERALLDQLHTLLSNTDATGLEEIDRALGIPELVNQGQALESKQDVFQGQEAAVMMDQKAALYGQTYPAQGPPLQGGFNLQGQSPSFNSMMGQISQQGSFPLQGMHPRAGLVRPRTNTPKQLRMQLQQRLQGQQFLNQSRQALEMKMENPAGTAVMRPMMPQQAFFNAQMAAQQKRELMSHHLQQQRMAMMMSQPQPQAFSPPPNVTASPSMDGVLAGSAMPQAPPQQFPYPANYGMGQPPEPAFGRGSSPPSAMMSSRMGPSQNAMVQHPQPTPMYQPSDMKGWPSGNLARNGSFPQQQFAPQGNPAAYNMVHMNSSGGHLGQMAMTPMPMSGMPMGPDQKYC
IMP-1 inh: inhibitors of Pseudomonas aeruginosa IMP-1 metallo-beta-lactamase | purified IMP-1, nitrocefin hydrolysis, epi-absorbance fluorescence | inhibition, % at 5.6 µM | hit rate 0.45% among 290,000 | AID 1556;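 active = inhibition above the mean plus 3 SD of all compounds in the same screening run, cut at about 4.5% in these data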;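 also: 0% = IMP-1 with DMSO and 100% = DMSO wells lacking enzyme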
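System: Purified recombinant IMP-1 metallo-beta-lactamase enzyme | Measured by: Fluorescence quenching readout, ex 480/em 530 nm | Replication: Singlicate | Incubation: 15 min preincubation plus 25 min reaction at 25 °C | Evaluation: Percent inhibition from optical density relative to buffer-blank wells | Benchmarks: DMSO with and without IMP-1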
IDE inh: cellular human IDE inhibition; P14735; HEK cells, FAbetaB cleavage, fluorescence polarization; inhibition, % at 5.59 µM; hit rate 0.41% among 320,000; AID 434962;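 active = percent inhibition above the average of all tested compounds plus 3 SD, set per screening campaign, cut at about 16% in these data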;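 also: IDE supplied by intact live HEK cells; FP after avidin binding of uncleaved biotin substrate so inhibition keeps polarization high; 0% = DMSO wells and 100% = 60 µM reference IDE inhibitor Ii1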
VIM-2 inh: blocks Pseudomonas aeruginosa VIM-2 metallo-beta-lactamase. inhibition, % at 5.6 µM. purified VIM-2, nitrocefin hydrolysis, epi-absorbance fluorescence. hit rate 0.89% among 290,000;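 active = inhibition above the mean of all tested compounds plus 3 SD, cutoff set per screening run, cut at about 7.5% in these data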;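 also: red hydrolysis product quenches plate fluorescence so inhibitors raise well fluorescence; 0% = enzyme with DMSO and 100% = DMSO without enzyme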
IDE act: activators of human insulin-degrading enzyme in cells. P14735. HEK cells, FAbeta-B cleavage, fluorescence polarization; 0% vehicle, 100% cell-free pure enzyme wells. activation, % at 5.96 µM. hit rate 0.073% among 340,000;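 active = activation above the mean of all tested compounds plus 3 SD, set per screening campaign, cut at about 17% in these data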
* = called active by the depositor; ? = inconclusive; nt = no result given.

SMILES	NS3 helicase inh	CRFBP-R2 block	GalR3 antag	UBC9 SUMO inh	pCIP destab	IMP-1 inh	IDE inh	VIM-2 inh	IDE act
CS(=O)(=O)Nc1nnc(CCc2ccccc2)s1	8	-1	-1	11	-9	-1.7	2	-0.8	5
O=C(O)c1ccc(Sc2nnc(-c3cccc(Br)c3)o2)c([N+](=O)[O-])c1	14	-27	-6	15	8	-1.6	-2	-0.2	1
Cc1ccccc1Nc1nc(N)nc(COC(=O)c2cccc(S(=O)(=O)N(C)C)c2)n1	-5	-21	0	-5	-10	-2.8	-2	-5.4	2
CCc1ccc(-c2cn3c(n2)SCC3)cc1	-4	3	3	-2	-3	-1.4	2	0.7	3
Cc1cc2[nH]c(=O)c(=O)[nH]c2cc1S(=O)(=O)Nc1cccc(F)c1	5	-7	4	15	1	-0.8	3	0.5	1
CCn1nc(C(=O)OCC(=O)c2cc(C)n(Cc3cccs3)c2C)c2ccccc2c1=O	-7	37	-5	10	-2	-0.3	4	0.1	-1
Cc1cc(C)n(CCNC(=O)CC2C(=O)NCCN2Cc2ccc(C)o2)n1 (centres undefined)	6	21	-2	1	-3	-2.8	-4	-1.5	3
O=S(=O)(O)c1cccc2c(N=Nc3ccc(O)c4ncccc34)cccc12	84*	8	nt	90*	-4	-6.9	-26	1.1	36*
Cc1ccc(C(=O)N2CCN(Cc3ccc4c(c3)OCO4)CC2)cc1[N+](=O)[O-]	-5	-11	-3	-16	-8	-1.3	-6	-0.2	4
CC(C)Sc1nnc(SCC(=O)NCCCN2CCCC2=O)s1	nt	-9	-2	nt	nt	nt	1	nt	2
COc1ccc2cc(S(=O)(=O)NCc3cccnc3)ccc2c1	9	-2	-6	3	-9	-2.4	3	0.3	0
CNC(=S)N1CCC(NC(=O)c2ccco2)CC1	-1	nt	nt	2	-8	-2.6	3	-1.0	nt
COc1ccccc1NC(=O)C1=C(C)Nc2nnnn2C1c1ccccn1 (centres undefined)	-1	-12	-1	-3	-15	-3.7	1	-2.7	0
C=CCNc1sc(C(=O)c2ccc(C)cc2)c(N)c1C#N	5	0	2	17	-4	-1.4	-2	2.1	-1
N#CCC(=O)N/N=C/c1cc(Br)ccc1OCc1cccc2ccccc12	-9	8	-11	-22	10	-2.0	-3	-1.9	0
Cn1nc([N+](=O)[O-])nc1Sc1nnnn1-c1cccc(C(=O)O)c1	-4	5	-3	13	0	-3.0	-5	-3.0	7
O=C(Nc1cccnc1)c1ccco1	5	-5	-1	13	-4	-1.8	-1	-3.8	6
CCCOc1ccc(-c2nc(OC)c3ccccc3n2)cc1	2	-35	8	-4	4	-1.5	2	0.1	1
COc1ccc(OC)c2sc(NC(=O)c3ccc(Br)s3)nc12	-5	-8	nt	14	0	-1.7	3	-0.3	7
CN1CCN(C(=O)/C(=C\c2cccs2)NC(=O)c2ccco2)CC1	-1	37	-3	-4	0	-0.1	-5	0.0	5
CCCCC(CCCC)=N/N=C/c1c(O)n(CC)c2cc(C3=NNC(=O)CC3)ccc12	-4	36	10	27	-5	-1.9	4	1.9	2
CN(C)S(=O)(=O)n1cc(/C=C(\NC(=O)c2ccccc2F)C(=O)NCCCN2CCOCC2)c2ccccc21	-69	-7	-7	1	6	0.7	0	-5.5	1
CC(=O)Nc1nc(-c2ccc(Cl)cc2)nc(C)c1C(C)=O	10	-15	-4	18	6	-4.5	2	0.4	4
Cn1c(N)c(C(=O)COC(=O)CNC(=O)c2ccccc2F)c(=O)n(C)c1=O	nt	-3	-5	nt	nt	nt	-2	nt	1
Cc1ccnc(NS(=O)(=O)c2ccc(NS(=O)(=O)c3ccccc3)cc2)n1	-3	-10	-2	7	-1	-2.3	5	-3.7	1
O=S(=O)(c1cccc2nsnc12)N1CCCC1	-3	-8	-5	15	-7	-0.6	3	-1.4	5
CCOc1ccc(N(CC(=O)N2CCOCC2)S(=O)(=O)c2ccc(F)cc2)cc1	-2	-15	-2	9	-6	-0.1	-4	-2.4	-6
COc1ccc2c(=O)c3c(=O)n(Cc4ccco4)c(-c4ccco4)nc3oc2c1	17	13	-8	44	-10	1.7	3	-0.9	-1
CC(C)Cc1nnc(NC(=O)CCNC(=O)c2ccco2)s1	19	1	-9	-4	-9	-3.6	6	0.3	0
COC(=O)c1sc(SC)c(S(=O)(=O)C(C)C)c1N/N=C(\C#N)S(=O)(=O)c1ccccn1	5	-2	-4	22	-10	0.3	4	7.4	3
CCOC(=O)N1CCN(C(=O)c2ccc(C)c(S(=O)(=O)Nc3cccc(C)c3C)c2)CC1	-10	-10	-7	-2	5	-0.9	5	-1.1	-3
NC(=O)c1ccc(-c2ccc(Br)cc2)o1	-2	7	-2	13	2	1.1	-3	3.2	4
Cc1ccc(CNC(=O)CCC2CCCN(Cc3c(C)nn(C(C)C)c3C)C2)o1 (centres undefined)	-2	-4	0	11	-10	-1.7	4	-1.2	2
C=CCOc1c2ccc(C(=O)NCCc3ccc(C)cc3)cc2nn1C	-5	6	-6	20	-10	-2.5	-3	-0.6	-3
O=C(Cc1ccc(Br)cc1)NC1CCCc2ccccc21 (centres undefined)	-2	4	-8	-24	14	-1.4	2	-3.5	2
COc1ccccc1N(C)S(=O)(=O)c1ccc(C(=O)NC2CCCCCC2)cc1	5	4	-9	11	1	-0.8	-1	1.2	1
N#CC1=C2N=C(N)c3c(sc4c3CCCCC4)N2C2=C(C(=O)CCC2)C1c1ccccc1 (centres undefined)	10	-42	-1	-23	-12	0.4	7	-0.1	4
CCOc1ccc(C2Oc3nc(SC)nnc3-c3ccccc3N2C(C)=O)cc1OC (centres undefined)	-6	-17	2	11	1	-0.3	3	-1.8	3
Cc1ccc(N2C(=O)CC2(C#N)c2ccc(OCc3ccccc3)cc2)cc1 (centres undefined)	-5	7	-4	-7	7	-4.9	4	-1.4	4
Nc1nc(Cl)cc(=O)n1Cc1ccc(Cl)cc1	nt	-2	-2	nt	nt	nt	-5	nt	2

A few values from the list:
Result for `Cc1ccnc(NS(=O)(=O)c2ccc(NS(=O)(=O)c3ccccc3)cc2)n1` under CRFBP-R2 block: -10
Result for `COc1ccccc1NC(=O)C1=C(C)Nc2nnnn2C1c1ccccn1` (centres undefined) under CRFBP-R2 block: -12
Result for `CCn1nc(C(=O)OCC(=O)c2cc(C)n(Cc3cccs3)c2C)c2ccccc2c1=O` under IDE act: -1

Carrying on:
SMILES	NS3 helicase inh	CRFBP-R2 block	GalR3 antag	UBC9 SUMO inh	pCIP destab	IMP-1 inh	IDE inh	VIM-2 inh	IDE act
CC(C[N+](C)(C)C)OC(=O)C1(c2ccccc2)CCCC1 (centres undefined)	-18	-19	-6	32	9	1.2	3	-0.9	5
O=C(COC(=O)COc1ccc(Nc2ccccc2)cc1)NCc1ccco1	15	-11	-4	12	-12	0.3	-3	2.1	5
COc1cc2c(cc1OC)CN(C(=O)c1cccc([N+](=O)[O-])c1)CC2	1	5	-6	23	-8	-2.2	1	-0.3	8
Cc1cc(C)c(NC(=O)CN2CCCCCC2)c(C)c1	9	5	-10	3	-17	-1.3	3	-3.2	4
CCOC(=O)c1cnc2ccc(C)cc2c1OCc1cc(F)cc(F)c1	-4	-9	-6	12	-15	-1.5	1	0.0	1
CCOC(=O)c1cn(-c2ccccc2CO)c2c(F)c(F)c(F)cc2c1=O	0	3	-3	-16	8	-0.2	-4	-0.2	-1
COc1ccc(Br)cc1S(=O)(=O)Nc1ccc(Cl)cn1	4	-3	-9	13	-6	-2.7	-3	-0.9	5
COc1ccccc1-c1cn(-c2ccccc2)c(=S)[nH]1	-37	10	-8	-2	-6	0.0	3	-4.6	1
COc1ccc(NC(=O)C2C3C=CC4(O3)C2C(=O)N(CCCN2CCCCC2)C4C(=O)NC2CCCC(C)C2C)cc1 (centres undefined)	9	-4	-7	-2	-2	-0.4	8	-0.3	4
NC(=O)C1(N2CCCCC2)CCN(C(=S)Nc2ccc(F)c(Cl)c2)CC1	-2	-22	-2	-6	-1	-2.2	3	-2.3	3
Cc1cc(NC(=O)COC(=O)C2CCN(S(=O)(=O)c3ccc(Cl)cc3)CC2)no1	-3	7	1	19	-3	-1.9	1	0.5	0
Nc1nc(Cl)cc(Oc2ccccc2F)n1	5	18	-5	-12	1	-2.8	-7	-3.1	0
CC(C)(C)c1ccc(C(=O)Nc2ccccc2C(=O)NCCN2CCOCC2)cc1	-12	-24	-1	-7	1	-1.5	5	-2.0	-3
O=C(c1ccco1)N1CCN(Cc2cccc([N+](=O)[O-])c2)CC1	-3	19	-8	7	-6	0.5	4	0.5	3
CN(CC(=O)NCc1ccncc1)S(=O)(=O)c1ccc2ccccc2c1	1	27	-2	25	-17	-4.4	4	-3.4	-18
COc1ccc(CCNC(=O)C2CCC(=O)N(CCc3ccc(OC)cc3)C2)cc1 (centres undefined)	0	5	4	-11	4	-2.0	0	-1.9	4
Nc1ccc2c(C(F)(F)F)cc(=O)oc2c1	-2	-11	1	?	8	-3.7	3	-1.8	5
CC1CCCCC1NC(=O)C1CCN(S(=O)(=O)N2CCOCC2)CC1 (centres undefined)	10	1	-7	24	22	-3.1	-5	-1.8	6
O=C(COC(=O)C1CCN(c2ccc(C(F)(F)F)cn2)CC1)c1ccc(F)cc1	nt	3	-5	nt	nt	nt	15	nt	-4
Cc1nn(-c2ccccc2)c(C)c1/C=N/n1c(-c2ccccc2Br)n[nH]c1=S	16	71*	0	12	-5	-5.2	1	-2.5	-2
C=CCNC(=O)C1CCN(S(=O)(=O)c2ccccc2)CC1	20	1	-3	8	4	-2.2	4	-1.3	-2
CC(=C/c1ccccc1)/C=N/n1c(-c2ccco2)n[nH]c1=S	7	-4	-1	-12	-3	-1.6	-5	17*	-2
Cc1cc(C)cc(NC(=O)C(NCC2CCCO2)c2ccccc2)c1 (centres undefined)	-9	-24	-1	-14	-3	-3.3	-2	-4.8	1
FC(F)(F)c1cccc(Cc2noc(CN3C[C@@H]4CCC[C@H]3C4)n2)c1	13	11	-4	8	-18	-3.8	-1	-3.5	4
CC(C)(C)OC(=O)CN1C(=O)NC(Cc2c[nH]c3ccccc23)C1=O (centres undefined)	-1	-4	-9	19	-6	-0.6	0	1.4	-1
COc1ccc(CCNC(=O)C/C(C)=N/NC(=O)c2ccc(Cl)cc2Cl)cc1OC	1	0	-7	0	0	-1.9	6	-4.6	5
COc1ccccc1/C=C1\SC(=S)N(CCC(=O)Nc2nnc(C)s2)C1=O	0	-19	-9	-3	13	1.3	-3	-4.5	2
Cc1cc(=O)oc2cc(OCCc3ccccc3)ccc12	-7	-7	-11	-2	9	-3.2	0	1.2	1
CCOC(=O)c1c(C)[nH]c(C)c1C(=O)CSc1nc2ccccc2c(=O)n1-c1ccc(CC)cc1	-1	6	-2	0	-2	-4.5	0	-1.1	1
CC(=O)Nc1ccc(NC(=O)C(C)OC(=O)C2CC3C=CC2C3)cc1 (centres undefined)	-3	-2	0	11	4	-2.5	2	-1.5	4

High-throughput results (PubChem)
